Screening results from PubChem.
ARNT-TACC3 inh: disruptors of human ARNT/TACC3 interaction | Q9Y6A5 | AlphaScreen His-ARNT PAS-B/GST-TACC3 binding, luminescence; TACC3 fragment carries E629A point mutation | inhibition, % at 9.99 µM | hit rate 0.66% among 390,000 | AID 623870;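 active = mean inhibition of replicates at least 50% and at least half of replicates each reaching 50%; inconclusive = half or more replicates reach 50% but mean below 50%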;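 note: 0% = complete ARNT plus TACC3 wells and 100% = ARNT alone without TACC3; many hits fall short of the cut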
EWS-Fli inh: EWS/Fli transcriptional activity inhibition. AID 651661. hit rate 0.67% among 350,000. inhibition, % at 12.6 µM. A673 NR0B1-luciferase reporter, viability-normalised;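 active = mean inhibition of at least 50% after viability correction, with every replicate also passing that limit; inconclusive = mean reaches 50% but only one of two replicates passes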;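 note: firefly luciferase signal divided by Alamar Blue viability fluorescence both relative to DMSO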
PAX8 reporter: inhibitors of PAX8 transcriptional activity in RMG-I cells | hit rate 1.2% among 360,000 | inhibition, % at 12.6 µM | RMG-I TPO-luciferase reporter, SteadyGlo, 24 h;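 active = mean replicate inhibition at least 60% with every replicate also reaching 60%; inconclusive = only one of the two criteria is met; inactive = mean below 60% and not all replicates reaching 60%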;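 note: luciferase light reporting Pax8 driven TPO promoter activity; plate controls were median of neutral control wells for no effect and mitoxantrone controls for full effect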
CASP6 VEID inh: blocks human caspase-6 cleavage activity; hit rate 0.53% among 350,000; purified caspase-6, Z-VEID-R110 cleavage fluorescence; inhibition, % at 12.5 µM; AID 686996;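 active = mean inhibition across replicates at least about 35%, with every replicate also reaching that limit, limit read from the data; inconclusive = only one of the two criteria met; inactive = neither criterion met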;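 note: 0% = median of neutral control wells and 100% = no fluorescence left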
Target sequence (P55212 24-179 limits assumed): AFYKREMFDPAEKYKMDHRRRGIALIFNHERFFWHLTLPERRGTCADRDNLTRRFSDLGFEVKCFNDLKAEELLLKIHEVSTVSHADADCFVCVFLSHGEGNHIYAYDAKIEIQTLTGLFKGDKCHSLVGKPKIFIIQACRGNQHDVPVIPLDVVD
Target sequence (P55212 194-293 limits assumed): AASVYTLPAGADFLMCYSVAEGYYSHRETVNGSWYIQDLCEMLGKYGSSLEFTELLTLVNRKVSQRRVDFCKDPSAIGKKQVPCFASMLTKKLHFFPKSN
SIRT5 inh: sirtuin-5 (human) deacylase inhibition | AID 652115 | hit rate 1.1% among 330,000 | Purified SirT5, succinyl-peptide AMC, trypsin-coupled fluorescence | Q9NXA8 | inhibition, % at 15 µM; in the data active = inhibition above about 15%; inconclusive = no clear call, values can overlap the other calls
Target sequence (Q9NXA8 whole entry, looked up): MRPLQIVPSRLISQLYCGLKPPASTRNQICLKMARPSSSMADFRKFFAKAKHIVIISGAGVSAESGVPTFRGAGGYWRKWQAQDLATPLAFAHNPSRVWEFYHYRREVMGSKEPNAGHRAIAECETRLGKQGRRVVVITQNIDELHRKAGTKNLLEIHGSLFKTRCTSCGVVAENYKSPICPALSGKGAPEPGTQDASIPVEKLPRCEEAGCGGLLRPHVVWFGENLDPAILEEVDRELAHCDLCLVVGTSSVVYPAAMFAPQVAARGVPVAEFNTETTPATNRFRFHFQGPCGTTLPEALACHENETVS
LGR2 inh: blocks bursicon-induced cAMP signaling via Drosophila LGR2; HEK293 LGR2, CRE-luciferase, bursicon-stimulated, 4 h; inhibition, % at 9.99 µM; hit rate 0.35% among 380,000;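 active = drop in luminescence signal, shown as inhibition above about 50% in the replicate tests, limit read from the data, passing the limit was not always enough; inconclusive = probably only some replicates passing the limit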;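 note: agonist challenge used bursicon conditioned medium at about half maximal strength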
DENV2 CPE rescue: DENV2-induced cell death inhibition. DENV2-infected cells, cytopathic effect rescue, plate reader. CPE inhibition, % at 9.99 µM. hit rate 1.7% among 350,000. AID 651640; in the data active = CPE inhibition above about 20%, passing the limit was not always enough; inconclusive = no clear call, values can overlap the other calls; tested in BHK-21 cells;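 note: 0% = median of neutral control wells and 100% = median of positive control wells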
* marks the source's active call; other numbers are inactive results; ? = inconclusive; . = not tested or not shown; & = joins results of further samples.

Values in the order: ARNT-TACC3 inh	EWS-Fli inh	PAX8 reporter	CASP6 VEID inh	SIRT5 inh	LGR2 inh	DENV2 CPE rescue
O=Nc1c2ccc[nH]c-2c2ccc([N+](=O)[O-])cc12
→ .	1	-18	-2	-3	7	8
O=S(=O)(c1ccc(Cl)c(S(=O)(=O)N2CCCC2)c1)N1CCCC1
→ -3	3	3	-6	.	4	2
CCN1CCN(S(=O)(=O)c2ccc(-c3cc(C)no3)s2)CC1
→ -13	0	-20	-40	-3	-9	0
COc1ccccc1C(=O)NC(=S)N1CCCc2ccccc21
→ 4	-66	.	-3	1	-31	0
CCOC(=O)c1cnc2c(C)cccc2c1Nc1cccc(C(=O)O)c1
→ -4	6	9	-1	-4	-9	-11
Cc1ccc(/C=C2\CCCC3=C2NC(=S)NC3c2ccc(C)cc2)cc1 (stereo not given)
→ 7	6	23	5	1	-9	-17
CCOc1ccc(NC(=O)CSc2ccccc2N)cc1
→ -17	-9	-21	-5	-4	-10	-2
Cc1ccnc(NS(=O)(=O)c2ccc(N3C(=O)Nc4ccccc4N3O)cc2)c1
→ 1	5	1	-4	0	-1	-2
C[C@H]1CN([C@@H](C)CO)C(=O)Cc2cc(NC(=O)Nc3ccc4c(c3)OCO4)ccc2O[C@@H]1CN(C)S(C)(=O)=O
→ .	.	-10	0	.	3	26*
CN(C(=O)CSc1nc2ccccc2[nH]1)C1CCS(=O)(=O)C1 (stereo not given)
→ 13	2	-7	-1	3	5	8
Cn1c(N)c(C(=O)COC(=O)COc2cc(Cl)c(Cl)cc2Cl)c(=O)n(C)c1=O
→ -7	1	1	1	-3	8	0
CN(C)c1ccc(C(=O)NCc2ccc3c(c2)OCO3)cc1
→ -5	-17	-15	-2	-5	4	0
C[C@@H]1CN([C@@H](C)CO)C(=O)Cc2cc(NS(=O)(=O)c3cn(C)cn3)ccc2O[C@@H]1CN(C)Cc1ccccc1
→ 8	3	-7	-1	-4	14	3
O=C(N[C@H]1CC[C@H](CC(=O)N2CCCCC2)O[C@H]1CO)c1cccc(F)c1
→ 4	2	-3	-8	1	-12	4
CCOC(=O)c1c(CC(C)C)csc1NC(=O)COC(=O)c1cnc(C)cn1
→ .	5	-22	1	.	18	?
O=c1c2ccccc2nc(SCc2nc3ccccc3s2)n1CCCO
→ 1	.	-13	.	.	7	.
COc1cc(OC)cc(-n2nnnc2SCC(=O)NCc2cccs2)c1
→ -1	-2	7	3	-1	10	18
CC(=O)c1cccc(NC(=O)c2ccc(NC(=O)CCS(=O)(=O)c3cccs3)cc2)c1
→ .	5	13	0	1	5	28*
CCCOc1ccccc1C(=O)Nc1ccc(S(=O)(=O)N2CCN(C)CC2)cc1
→ -4	2	8	2	-1	-1	-1
CO[C@@H]1CN(C)C(=O)c2ccc(NC(=O)Nc3ccccc3F)cc2OC[C@H](C)N(C)C[C@@H]1C
→ 3	4	.	0	-1	-6	-5
Cc1ccc2ccccc2c1NC(=O)Cn1nnc(-c2cccnc2)n1
→ 0	6	9	-2	-1	18	-1
COC(=O)c1c(NC(=O)/C=C/c2ccco2)sc2c1CCC2
→ 1	-11	15	11	.	.	3
C/C(CC1CC(C)(C)OC1=O)=N\NC(N)=S (stereo not given)
→ .	0	8	-3	-3	.	-3
C/C(=N\NC(=O)c1ccncc1)c1cc2ccccc2o1
→ -3	-12	-3	-6	2	.	.
O=C(CNC(=O)Cc1ccccc1)N=Nc1c(O)[nH]c2ccc(Br)cc12
→ 9	3	-15	-1	-1	11	-2
COCCNC(=O)C[C@H]1C[C@H]2c3cc(NS(=O)(=O)c4ccccc4)ccc3O[C@H]2[C@@H](CO)O1
→ -2	-4	1	-1	-2	-10	1
Cc1ccc(S(=O)(=O)Nc2cccc3c2O[C@H](CN(C)S(=O)(=O)c2ccc(F)cc2)[C@@H](C)CN([C@@H](C)CO)C3=O)cc1
→ -8	-7	31	.	.	21	2
CCCNC(=O)[C@H]1[C@H](CO)[C@H]2Cn3c(ccc(-c4cccnc4)c3=O)[C@@H]1N2C(=O)Nc1ccccc1
→ 2	0	-10	2	-37	-4	-3
CC(O)(c1ccc(F)c(F)c1)c1nc(-c2cccc3cccnc23)cs1 (stereo not given)
→ .	-6	-11	2	.	-16	-9
C[C@@H]1CN([C@@H](C)CO)S(=O)(=O)c2ccc(-c3cccc(C#N)c3)cc2O[C@@H]1CN(C)C(=O)c1ccc(F)cc1
→ 9&2	14&6&10	24	2&1	3&4&-1	11&3	-5&16&-5
COc1ccc2[nH]cc(S(=O)(=O)c3ccc(C(C)C)cc3)c(=O)c2c1
→ 0	5	-14	-10	1	-1	-1
Oc1cccc(/C=N/Nc2cc(N3CCOCC3)nc(N3CCOCC3)n2)c1
→ 10	.	-11	.	.	-4	.
CC1(c2ccccc2)NC(=O)N(CC(=O)N2CC(=O)Nc3ccccc32)C1=O (stereo not given)
→ -8	8	4	0	-4	-9	-10
Cn1ccc2c(-c3ccc(C(N)=O)cc3)cc3c(c21)C1CCC3C1 (stereo not given)
→ .	-3	-12	4	-2	-16	5
O=C(NN=Cc1ccccc1OC(F)F)c1cccc(S(=O)(=O)N2CCCC2)c1
→ 7	-6	.	1	0	-2	6
CN(C)CC(=O)Nc1ccc2c(c1)[C@@H]1C[C@H](CC(=O)N3CCN(C)CC3)O[C@@H](CO)[C@@H]1O2
→ -7	-2	-13	-2	4	-5	4
COc1ccc(OC)c(C(C)NC(=O)C23CC4CC(CC(C4)C2)C3)c1 (stereo not given)
→ 15	24	12	3	-4	-7	2
O=C(NCCc1ccncc1)[C@H]1[C@H](CO)[C@H]2Cn3c(ccc(-c4ccccc4)c3=O)[C@@H]1N2
→ 18	-3	.	3	-39	0	3
CCC(C)(C)C1CCC2(CC1)NC(=O)N(CC(=O)N(C)Cc1ccc3c(c1)OCCO3)C2=O (stereo not given)
→ -5	12	-1	3	1	22	.
CN(CCc1ccccn1)C(=O)CCC1CCCN(C(=O)c2cccc(N(C)C)c2)C1 (stereo not given)
→ -3	-1	.	1	5	-5	35*
O=C(NC1CCCCC1)N1CC2(C1)[C@H](c1ccccc1)[C@H](CO)N2CC1CCCC1
→ .	2	6	-2	1	-4	-3
O=C(COc1ccccc1C(=O)NCC1CCCO1)Nc1ccc(Cl)cc1Cl (stereo not given)
→ 4	1	8	3	1	11	1
COc1ccc(-n2cc(CN(C)C(C)c3ccncn3)c(-c3cccc(F)c3)n2)cc1 (stereo not given)
→ -4	-12	-6	-1	0	16	-9
O=C(O)c1ccc(N2C(=O)CCCC2=O)cc1
→ -17	-3	-3	4	-5	14	17
CC(=O)Nc1ccc(C(=O)Nc2cccc(-c3cnc4ccccc4n3)c2)cc1
→ 0	-8	9	-2	1	.	6
COc1ccc(-c2csc(/C(C#N)=C\c3ccc(O)c([N+](=O)[O-])c3)n2)cc1OC
→ 5	14	-11	-5	0	-14	-6
CC(C)(C)Sc1ccc([N+](=O)[O-])cc1C(=O)Nc1ccncc1
→ 4	-37	-62	-1	0	-24	1
Nc1cc(N)c2c(c1)C(=O)c1ccccc1-2
→ 12	-23	-25	-2	-2	-12	?
CCCNC(=O)Cn1cnc2sc(C(=O)NCCCN3CCOCC3)c(C)c2c1=O
→ -5	.	7	4	-9	5	2
CC1(C(=O)Nc2ccc3c(c2)OCCO3)CSCC(=O)N1CCCN1CCOCC1 (stereo not given)
→ .	7	-10	-3	-1	13	-11
CN(CC(=O)Nc1ccc(Cl)cc1F)C1=NS(=O)(=O)c2ccccc21
→ 5	6	-8	10	.	9	10
CCC(CO)Oc1cc(NC(=O)Cc2ccccc2)c2ncn(C(C)C)c2c1 (stereo not given)
→ -6	11	-21	5	-2	5	6
CC(C)c1cc(C(=O)N2CCCC(CCC(=O)N3CCN(c4ccccn4)CC3)C2)no1 (stereo not given)
→ 23	7	17	-2	-6	12	-3
O=C(Cc1ccccn1)NCC[C@H]1CC[C@@H](NC(=O)Nc2ccccc2)[C@H](CO)O1
→ 10	-11	-6	-1	6	24	-2
O=C(C[C@@H]1C[C@H]2c3cc(NC(=O)C4CCOCC4)ccc3O[C@H]2[C@@H](CO)O1)NCc1cccc(F)c1
→ .	-7	7	-1	0	3	8
CCCCOCCCNC(=O)N[C@H](C(=O)O)C(C)CC (stereo not given in full)
→ 1	3	-14	-2	-1	8	2
CCOc1ccc(-n2c(SCc3ccc([N+](=O)[O-])cc3)nnc2-c2ccc(OC)cc2)cc1
→ 0	18	4	2	-1	15	-5
CNC(=O)N(O)C1N(/N=C/c2ccc(SC)cc2)C(=S)SC1(C)C (stereo not given)
→ 5	-1	-37	1	3	0	?
Cc1noc(C)c1COc1ccccc1C(=O)NC(C)CCc1ccccc1 (stereo not given)
→ 30	1	21	25	0	-7	10
O=C(Nc1cccc2ccccc12)OCc1cncs1
→ -4	-3	1	2	0	.	4

More results follow.
Values in the order: ARNT-TACC3 inh	EWS-Fli inh	PAX8 reporter	CASP6 VEID inh	SIRT5 inh	LGR2 inh	DENV2 CPE rescue
C[C@H](CO)N1C[C@H](C)[C@@H](CN(C)S(=O)(=O)c2cn(C)cn2)OCCCC[C@H](C)Oc2ccc(NC(=O)CCCCCC(=O)Nc3ccccc3N)cc2C1=O
→ 15	1	-11	-2	0	6	4
CN(C)S(=O)(=O)c1ccc(C(=O)Nc2cc(S(=O)(=O)Nc3ccccc3Cl)ccc2N2CCCCC2)cc1
→ 2	.	-5	.	.	7	.
Cc1cc(/C([O-])=C(/C(=S)Nc2ccc(F)cc2)[n+]2ccccc2)c(C)n1Cc1ccccc1Cl
→ 2	6	18	1	1	-34	1
CCCCCCc1c(O)nc(SCCN2CCOCC2)[nH]c1=O
→ 21	7	-15	0	0	7	1
CN1CCC(=O)N([C@H](CO)c2ccccc2)CC1
→ -4	-4	-16	2	1	.	-2
CO[C@H]1CN(C)C(=O)c2ccc(NS(=O)(=O)c3c(C)noc3C)cc2OC[C@@H](C)NC[C@H]1C
→ -3	-8	-2	-1	-3	-6	-7
CCCN1CCN(C(=O)c2cc(COc3ccc(F)c(F)c3)on2)CC1
→ 2	.	-61	6	1	-13	4
CC(Sc1ccccc1)C(=O)N1CCN(S(=O)(=O)c2ccccc2)CC1 (stereo not given)
→ -3	-1	7	-45	-5	5	-10
COc1cccc(NC(=O)CN(C)C(=O)c2cc(-c3ccc(C)o3)nc3ccccc23)c1
→ 1	-15	18	-10	-1	.	1
COc1ccc(Cl)cc1NC(=O)CSc1cccc[n+]1[O-]
→ -5	7	4	-3	2	10	-3
c1nc(Nc2ccc(N3CCOCC3)cc2)c2ccsc2n1
→ 4	-98	-92	-1	-6	-29	12
CCn1c(=O)cc(N2CCN(C(=O)c3ccco3)CC2)[nH]c1=O
→ 2	13	1	-3	-6	29	10
COCC(=O)N1C[C@@H]2[C@H](c3ccccc31)[C@H](CO)N2Cc1cc(F)ccc1F
→ -2	4	9	1	20*	-12	2
COCC#Cc1ccc2c(c1)O[C@@H](CN(C)S(=O)(=O)c1ccc(OC)cc1)[C@@H](C)CN([C@H](C)CO)S2(=O)=O
→ 11	8	7	0	9	-1	-1
CCOC(=O)C(CNc1ccc(OCc2ccccc2)cc1)NC(=O)c1ccccc1 (stereo not given)
→ .	-4	-41	-2	.	-79	12
COc1ccc(N2CCN(c3ccnc4cc(Cl)ccc34)CC2)cc1
→ 6	9	-2	-2	-4	-2	-1
C[C@@H]1CN([C@@H](C)CO)C(=O)c2cccc(NC(=O)NC3CCCCC3)c2O[C@@H]1CN(C)S(=O)(=O)c1cccs1
→ 0	2	.	0	7	11	13

One compound at a time, as listed above. Screens in order: ARNT-TACC3 inh, EWS-Fli inh, PAX8 reporter, CASP6 VEID inh, SIRT5 inh, LGR2 inh, DENV2 CPE rescue
CN1CCC(=O)N([C@H](CO)c2ccccc2)CC1 as listed: -4, -4, -16, 2, 1, ., -2
C[C@@H]1CN([C@@H](C)CO)C(=O)c2cccc(NC(=O)NC3CCCCC3)c2O[C@@H]1CN(C)S(=O)(=O)c1cccs1 as listed: 0, 2, ., 0, 7, 11, 13
